KCNH2 3.1 block: qHTS for Inhibitors of KCHN2 3.1: Mutant qHTS | activity change, % (tested at about 1.8 µM) | U2OS KCNH2 3.1, thallium flux FluxOr; stronger effect = lower value | 340,000 compounds, 0.95% hits | AID 720553, 2013 | Potassium voltage-gated channel subfamily H member 2, brain isoform KCNH2 3.1 (human);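 active means maximum activity change below -70%; inconclusive means maximum activity change from -70% to -50%; inactive means maximum activity change above -50%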;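 further: thallium influx rate constant from kinetic fluorescence after stimulation buffer; on the % scale 0 is the no-effect control and ±100 the full control effect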
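Measured as rate of thallium-driven FluxOr signal in transduced U2OS cells carrying the 3.1 channel, read kinetically for 2 min upon stimulation; values are rate constants scaled to DMSO control wells.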
CXXC DNA block: qHTS Fluorescence Polarization Assay for Inhibitors of MLL CXXC domain - DNA interaction | Histone-lysine N-methyltransferase 2A (Homo sapiens), Q03164 | MLL-CXXC / FITC-HOXA9 DNA fluorescence polarization | Potency, µM (highest dose often 115 µM), for the others: at the top dose activity change, negative = inhibition, most hits filed as inhibitors | 290,000 compounds, 0.037% hits; active means well fitted inhibition curve with a large enough effect in the polarisation, with a control signal flat, not every such curve was filed as active; inconclusive means small, poorly fitted or top-dose-only effect, or effect the other way, or a change in a side signal; inactive means no such curve, though single readings can be large or run the other way; the % refers to the polarisation; further: potency means the concentration at half of the fitted maximal effect
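Steps: dispense CXXC domain solution (7 uM) → pin compounds or unlabeled HOX-A9 DNA control → 5 min ambient → add FLSN-HOX-A9 solution (50 nM) → spin → 30 min ambient → fluorescence polarization. Tris pH 7.5/NaCl/DTT/BSA buffer.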
MBNL1-CUG inh: qHTS Assay for Inhibitors of MBNL1-poly(CUG) RNA binding. Potency, µM (titrated, usually from 57.5 µM), for inactives: at the highest dose activity change, negative = inhibition, hits mostly inhibitors. 280,000 compounds, 0.036% hits. TR-FRET MBNL1-His/biotin-(CUG)12 binding, 665/545 ratio. AID 2675, 2010. Muscleblind-like protein 1 (Homo sapiens), Q9NR56; active means well fitted inhibition curve with a large enough effect in the signal ratio, with a control signal flat, not every such curve was filed as active; inconclusive means small, poorly fitted or top-dose-only effect, or effect the other way, or a change in a side signal; inactive means no such curve, though single readings can be large or run the other way; the % refers to the signal ratio; further: potency means the concentration at half of the fitted maximal effect; on the % scale 0 is the no-effect control and ±100 the full control effect
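TR-FRET between His-tagged MBNL1 and biotin-(CUG)12 RNA, detected with Tb anti-His antibody (0.055 ng/ul) and streptavidin-XL665 (5 nM), 60 min at room temperature. Compounds titrated 92 nM to 58 uM; 665/545 nm ratio normalized to buffer and complex controls.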
Coupling enz: qHTS Assay for Inhibitors of Fructose-1,6-bisphosphate Aldolase from Giardia Lamblia: Coupling assay counterscreen; 290,000 compounds, 0.67% hits; activity change, negative = inhibition, % at 58.2 µM, hits read low; coupling enzyme system counterscreen, AmpLite Red fluorescence; AID 2472, 2010; in the data active means activity change below about -30%; further: on the % scale 0 is the no-effect control and ±100 the full control effect
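Counterscreen of the coupled detection system alone, without aldolase: glyceraldehyde-3-phosphate coupling enzymes plus AmpLite Red readout. Compounds at 57.5 uM final, 10 min RT preincubation, 20 min RT reaction, fluorescence 525/598 nm.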
hERG WT inh: qHTS for Inhibitors of KCHN2 3.1: Wildtype qHTS | Voltage-gated inwardly rectifying potassium channel KCNH2 (Homo sapiens), Q12809 | U2OS, BacMam KCNH2, thallium flux FluxOr; stronger effect = lower value | activity change, % at 1.84 µM | 340,000 compounds, 0.37% hits | AID 720551, 2013;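 active means maximum activity change below -70%; inconclusive means maximum activity change between -70% and -50%; inactive means maximum activity change above -50%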; further: on the % scale 0 is the no-effect control and ±100 the full control effect
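U2OS cells were transduced with wild-type KCNH2 virus (2.03 x 10^8 / mL) for 4 h at room temperature, then cultured overnight at 37 C. Thallium flux was read with FluxOr dye. Rate constants were normalized to DMSO controls.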
TRPV1 ag: HTS Assay for Compounds that Act as Agonists of the Vanilloid Receptor 1; activation, % at 8.33 µM; AID 540275, 2011; 320,000 compounds, 0.19% hits; TRPV1-expressing cells, Fluo-8 calcium influx, agonist mode; Transient receptor potential cation channel subfamily V member 1 (Homo sapiens), Q8NER1; in the data active means activation above about 80%; inconclusive means between about 30% and that limit; further: 0% is about no effect
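Cells expressing TRPV1 were dye-loaded with Fluo-8 and read kinetically: 10 s baseline, 3 min after compound (agonist portion), then 2 min after EC20 capsaicin (allosteric enhancer portion). Calcium-bound dye fluorescence at 480/520 nm.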
Integrin act MD: qHTS for Activators of Integrin-Mediated Alleviation for Muscular Dystrophy. alpha7betagal myoblasts, beta-gal FDG fluorescence, 48 h. Potency, µM (top dose mostly 38.3 µM), for inactives: top-dose activation, usual class: activators. 350,000 compounds, 0.064% hits. AID 624291, 2012;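 further: potency means the concentration at half of the fitted maximal effect; 100% = response of the positive control SU9516; nearly all actives have a fitted effect of over 60% in size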
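Alpha7betagal+/- myoblasts (passage 13) were plated 16-24 hr, then exposed to compounds (1:260 dilution of DMSO stock) for 48 hours at 37C. After MPER lysis, β-galactosidase reporter activity was read as FDG fluorescence (ex 480/em 540) after 30 minutes.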
ASM inhibitor: Inhibitors of Secretory Acid Sphingomyelinase (S-ASM): qHTS; AID 504937, 2011; 340,000 compounds, 0.006% hits; Potency, µM (series often up to 57.5 µM), without a hit: at the highest dose activity change, negative = inhibition, usual class: inhibitors; placental ASM, HMU-PC fluorogenic substrate, 60 min; Sphingomyelin phosphodiesterase (Homo sapiens), P17405; further: potency means the concentration at half of the fitted maximal effect
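Fluorogenic HMU-PC substrate (9 uM final) is turned over by placental ASM in 60 min at 37 C after a 10 min compound preincubation. Reaction ended by alkaline stop (pH 10), with fluorescence read at 386/447 nm.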
A-T KAP1 phos: qHTS Assay for Identifying a Potential Treatment of Ataxia-Telangiectasia; […] A-T fibroblasts, KAP-1 phosphorylation AlphaLISA; neocarzinostatin DNA damage 30 min before lysis; Potency, µM (series often up to 57.5 µM), for the others: at the highest dose activation, usual class: activators; AID 485349, 2010; 320,000 compounds, 0.19% hits; further: potency means the concentration at half of the fitted maximal effect; % of control where 0% means no effect; nearly all actives have a fitted effect of over 45% in size
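ATM-like activity read as KAP-1 phosphorylation via AlphaLISA donor/acceptor antibody pairs after lysis and 6 hr at 25C. Cells were ATM-null patient fibroblasts ([…], hTERT), dosed 60 min, then exposed to the DSB inducer NCS for 30 min.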
GALK inhibitor: qHTS Assay for Inhibitors of Human Galactokinase (GALK); Purified GALK, Kinase-Glo residual ATP luminescence; Potency, µM (titrated, usually from 57.5 µM), for inactives: at the highest dose activity change, negative = inhibition, usual class: inhibitors; 270,000 compounds, 0.007% hits; AID 1868, 2009; further: potency means the concentration at half of the fitted maximal effect; on the % scale 0 is the no-effect control and ±100 the full control effect
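Galactose (100 uM) and ATP (35 uM) were turned over by 5 nM GALK for 1 h at RT. Kinase-Glo Plus then converted the remaining ATP into a luminescent signal.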
The depositor's hits bear a star; [ ] = remark or other dose. Unless noted, the call rests on the fitted dose curve; in most records, active means well fitted curve in the direction sought with a large enough effect; inconclusive means small, poorly fitted or top-dose-only effect, or another doubt; inactive means no such curve, though single readings can be large; an effect the other way counts as inactive or inconclusive.

The first 2 compounds as a preview:
For O=C(c1ccc2c(c1)C(=O)N(CCCO)C2=O)c1ccc2c(c1)C(=O)N(CCCO)C2=O the results were KCNH2 3.1 block 12, CXXC DNA block -3%, MBNL1-CUG inh inconclusive, Coupling enz -1, hERG WT inh 6, TRPV1 ag -1, Integrin act MD 39%, ASM inhibitor 6%, A-T KAP1 phos -1% and GALK inhibitor -2%.
`COC(=O)c1ccc(NC(=O)CSc2nnc(C3CC3)n2C)cc1` gave KCNH2 3.1 block 3, CXXC DNA block 4%, MBNL1-CUG inh -3%, Coupling enz 1, hERG WT inh -7, TRPV1 ag 2, Integrin act MD -11%, ASM inhibitor 2%[11.5 µM], A-T KAP1 phos 4% and GALK inhibitor -3%.

The listing, from the first entry:
For O=C(c1ccc2c(c1)C(=O)N(CCCO)C2=O)c1ccc2c(c1)C(=O)N(CCCO)C2=O the results were KCNH2 3.1 block 12, CXXC DNA block -3%, MBNL1-CUG inh inconclusive, Coupling enz -1, hERG WT inh 6, TRPV1 ag -1, Integrin act MD 39%, ASM inhibitor 6%, A-T KAP1 phos -1% and GALK inhibitor -2%.
`COC(=O)c1ccc(NC(=O)CSc2nnc(C3CC3)n2C)cc1` gave KCNH2 3.1 block 3, CXXC DNA block 4%, MBNL1-CUG inh -3%, Coupling enz 1, hERG WT inh -7, TRPV1 ag 2, Integrin act MD -11%, ASM inhibitor 2%[11.5 µM], A-T KAP1 phos 4% and GALK inhibitor -3%.
For O=[N+]([O-])c1ccccc1CNC(Cc1ccccc1)c1ccccc1 (stereo not drawn) the results were KCNH2 3.1 block 5, CXXC DNA block 0%, MBNL1-CUG inh 12%, Coupling enz 7, hERG WT inh 6, TRPV1 ag 6, Integrin act MD -8%, ASM inhibitor -2% and GALK inhibitor 2%.
`Cc1cc(C)n2c(SCC(=O)Nc3c(C)n(C)n(-c4ccccc4)c3=O)nnc2n1` gave KCNH2 3.1 block 3, CXXC DNA block 20%, MBNL1-CUG inh -5%, Coupling enz 3, hERG WT inh 22, TRPV1 ag -3, Integrin act MD 25%, ASM inhibitor 2%, A-T KAP1 phos 5% and GALK inhibitor -5%.
For CCOc1ccc(NC(=O)CCn2nc(C)c(S(=O)(=O)N3CCCCC3)c2C)cc1 the results were KCNH2 3.1 block 0, CXXC DNA block 16%, MBNL1-CUG inh -11%, Coupling enz 2, hERG WT inh -31, TRPV1 ag -2, Integrin act MD -6%, ASM inhibitor -1%, A-T KAP1 phos 3% and GALK inhibitor 5%.
`Cc1ccccc1Nc1nc(N)nc(CSCC(=O)Nc2cccc(Br)c2)n1` gave KCNH2 3.1 block 0, CXXC DNA block -5%, Coupling enz -6, hERG WT inh -7, TRPV1 ag 4, Integrin act MD 15%, ASM inhibitor 1%, A-T KAP1 phos 4% and GALK inhibitor 1%.
CCC(C)(C)NC(=O)C(c1ccc(F)cc1)N(Cc1ccccc1)C(=O)c1cnccn1 (stereo not drawn) was read as KCNH2 3.1 block 18, CXXC DNA block 5%, MBNL1-CUG inh -10%, Coupling enz -1, hERG WT inh 9, TRPV1 ag 25, Integrin act MD -16%, ASM inhibitor 5%, A-T KAP1 phos -3% and GALK inhibitor 2%.
`COc1ccc(/C=C(\NC(=O)c2ccc(C)cc2)C(=O)NCCCn2ccnc2)cc1` gave KCNH2 3.1 block -92*, CXXC DNA block 0%, MBNL1-CUG inh 0%, Coupling enz 0, hERG WT inh inconclusive, TRPV1 ag 1, Integrin act MD -7%, ASM inhibitor 2%, A-T KAP1 phos -1% and GALK inhibitor -2%.
For NNC(=O)[C@H](Cc1ccccc1)NC(=O)Nc1ccc2c(c1)OCCO2 the results were KCNH2 3.1 block 2, CXXC DNA block 6%, Coupling enz 2, hERG WT inh -13, Integrin act MD 5%, ASM inhibitor 4%, A-T KAP1 phos -8% and GALK inhibitor 7%.
Cc1cc(Nc2nnnn2-c2ccccc2)n(-c2ccc(Cl)cc2)n1 was read as KCNH2 3.1 block -1, CXXC DNA block -9%, MBNL1-CUG inh -2%, Coupling enz 0, hERG WT inh -16, TRPV1 ag -6, Integrin act MD 42%, ASM inhibitor 6%, A-T KAP1 phos 0% and GALK inhibitor -4%.
COc1ccc(C(=O)NNC(=O)CSc2nnnn2C)cc1 was read as KCNH2 3.1 block 5, CXXC DNA block -4%, MBNL1-CUG inh -6%, Coupling enz 11, hERG WT inh 0, TRPV1 ag 1, Integrin act MD -8%, ASM inhibitor 0%, A-T KAP1 phos 3% and GALK inhibitor 4%.
For O=C(CSCC(=O)Nc1nccs1)Nc1ccccc1 the results were KCNH2 3.1 block 5, CXXC DNA block 6%, MBNL1-CUG inh -1%, Coupling enz -5, hERG WT inh 4, TRPV1 ag 2, Integrin act MD 0%, ASM inhibitor 1%, A-T KAP1 phos 21% and GALK inhibitor 4%.
Screening N#CCC(=O)Nc1ncn(Cc2ccccc2Cl)n1 returned KCNH2 3.1 block 5, CXXC DNA block 5%, MBNL1-CUG inh 1%, Coupling enz 3, hERG WT inh 1, TRPV1 ag -1, Integrin act MD 9%, ASM inhibitor 1%, A-T KAP1 phos 2% and GALK inhibitor 0%.
`Cc1ccc(CNc2nc(-c3cccs3)nc3ccccc23)cc1` gave KCNH2 3.1 block -20, CXXC DNA block 2%, MBNL1-CUG inh 0%, Coupling enz -2, hERG WT inh 4, TRPV1 ag 4, Integrin act MD -38%, ASM inhibitor -22%, A-T KAP1 phos 12% and GALK inhibitor 1%.
For CCN(CC)c1ccc(C(=O)OCC(=O)N(C(C)C)C(C)C)cc1 the results were KCNH2 3.1 block -9, CXXC DNA block 9%, MBNL1-CUG inh -1%, Coupling enz 2, hERG WT inh -11, TRPV1 ag 6, Integrin act MD 12%, ASM inhibitor 1%, A-T KAP1 phos -3% and GALK inhibitor 0%.
For CCNC(=S)N1CCc2cc(OC)c(OC)cc2C1COc1ccc(F)cc1 (stereo not drawn) the results were KCNH2 3.1 block -1, CXXC DNA block 6%, Coupling enz 0, hERG WT inh -35, TRPV1 ag 15, Integrin act MD -15%, ASM inhibitor -10%, A-T KAP1 phos 5% and GALK inhibitor 0%.
Screening Cc1cccc(NC(=S)Nc2ccc(Oc3ccccc3)cc2)n1 returned KCNH2 3.1 block 4, CXXC DNA block 26%, MBNL1-CUG inh -10%, Coupling enz 5, hERG WT inh -6, TRPV1 ag 2, Integrin act MD -42%, ASM inhibitor -14%, A-T KAP1 phos 9% and GALK inhibitor 0%.
For COc1ccc2sc(-c3ccccc3OC)c(-c3ccc4c(c3)OCCO4)c2c1 the results were KCNH2 3.1 block -3, hERG WT inh -3, TRPV1 ag 3, Integrin act MD 26%, ASM inhibitor 1% and A-T KAP1 phos 7%.
O=C(/C=C/c1ccccc1)NC1CCSC1=O (stereo not drawn) was read as KCNH2 3.1 block 0, CXXC DNA block 3%, MBNL1-CUG inh 1%, Coupling enz 1, hERG WT inh -1, TRPV1 ag 10, Integrin act MD 4%, ASM inhibitor -1%, A-T KAP1 phos -3% and GALK inhibitor 0%.
`CC(=O)Nc1ccc(S(=O)(=O)N(C)CC(=O)OCC(=O)N2CCCCCC2)cc1` gave KCNH2 3.1 block -3, CXXC DNA block -1%, MBNL1-CUG inh 1%, Coupling enz 1, hERG WT inh -6, TRPV1 ag 3, Integrin act MD -33%, ASM inhibitor -1%, A-T KAP1 phos 0% and GALK inhibitor -2%.
`CC1CCCN(C(=O)CN2C(=O)CSc3ccc(S(=O)(=O)N4CCOCC4)cc32)C1` (stereo not drawn) gave KCNH2 3.1 block 13, CXXC DNA block -6%, MBNL1-CUG inh -7%, Coupling enz -2, hERG WT inh -21, TRPV1 ag 4, Integrin act MD -24%, ASM inhibitor 2%, A-T KAP1 phos -8% and GALK inhibitor 10%.
Screening c1ccc(Cn2cc(CN3CCCCO3)c(-c3ccc4c(c3)OCO4)n2)cc1 returned KCNH2 3.1 block -15, CXXC DNA block -5%, MBNL1-CUG inh -4%, Coupling enz 3, hERG WT inh -15, TRPV1 ag -4, Integrin act MD 0%, ASM inhibitor -2%, A-T KAP1 phos 9% and GALK inhibitor 0%.
